MITF primary: MITF inhibitors, primary screen, biochemical, AlphaScreen, human | inhibition, % at 2.6 µM | 650,000 compounds, 0.91% hits | Microphthalmia-associated transcription factor (Homo sapiens), O75030 | AlphaScreen MITF homodimerization, bead proximity signal; in the data active = inhibition above about 50%;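 also: 0% = vehicle wells with protein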
Target sequence (O75030 whole entry, looked up): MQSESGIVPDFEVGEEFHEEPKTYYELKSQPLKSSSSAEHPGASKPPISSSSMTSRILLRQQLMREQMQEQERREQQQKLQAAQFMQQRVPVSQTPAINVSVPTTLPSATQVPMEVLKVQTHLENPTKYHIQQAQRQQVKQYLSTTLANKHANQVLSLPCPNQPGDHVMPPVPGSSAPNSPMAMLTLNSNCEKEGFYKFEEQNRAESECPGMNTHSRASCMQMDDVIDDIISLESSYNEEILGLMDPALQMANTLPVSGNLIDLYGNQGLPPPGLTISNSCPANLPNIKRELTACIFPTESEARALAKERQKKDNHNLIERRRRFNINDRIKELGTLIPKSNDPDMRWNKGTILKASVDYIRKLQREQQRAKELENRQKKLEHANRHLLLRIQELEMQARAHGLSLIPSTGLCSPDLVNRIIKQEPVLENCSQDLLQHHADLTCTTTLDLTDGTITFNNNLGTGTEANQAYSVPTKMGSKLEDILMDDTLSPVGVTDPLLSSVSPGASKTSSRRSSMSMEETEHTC
GPR151 ag: activators of human GPR151, primary screen, cell-based, PathHunter beta-arrestin, luminescence; G-protein coupled receptor 151 (Homo sapiens), Q8TDV0; PathHunter beta-arrestin GPR151 cells; activation, % at 11.2 µM; 650,000 compounds, 1% hits; AID 1508602, 2020; in the data active = activation above about 4.9%;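 also: 0% = median of compound wells and 100% = cells with positive control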
Target sequence (Q8TDV0 whole entry, looked up): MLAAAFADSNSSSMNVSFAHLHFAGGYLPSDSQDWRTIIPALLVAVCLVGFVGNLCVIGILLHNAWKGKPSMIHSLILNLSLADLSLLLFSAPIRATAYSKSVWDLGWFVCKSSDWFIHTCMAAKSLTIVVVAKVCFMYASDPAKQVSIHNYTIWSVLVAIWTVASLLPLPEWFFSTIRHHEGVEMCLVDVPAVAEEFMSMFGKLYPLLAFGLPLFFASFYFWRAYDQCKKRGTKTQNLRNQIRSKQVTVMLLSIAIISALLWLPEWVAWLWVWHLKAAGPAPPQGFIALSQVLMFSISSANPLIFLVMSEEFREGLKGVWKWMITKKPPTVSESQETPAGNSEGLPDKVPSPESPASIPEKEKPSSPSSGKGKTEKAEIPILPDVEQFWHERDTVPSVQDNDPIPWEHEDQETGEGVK
FBW7 act: FBW7 E3 ligase activators, primary screen, biochemical, AlphaScreen, human; AlphaScreen FBW7–phospho-cyclin E peptide binding, activator screen; normalized activity (activation), % at 26.1 µM; F-box/WD repeat-containing protein 7 (Homo sapiens), Q969H0; 650,000 compounds, 0.13% hits; in the data active = normalized activity above about 1.9%;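 also: purified mutant Fbw7 with reduced substrate affinity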
TEAD-YAP inh: TEAD-YAP interaction inhibition, primary screen, TEAD-YAP interaction inhibitor project, luminescence, HEK-TIYL cells. TEAD-Gal4/YAP UAS-luciferase luminescence. inhibition, % at 9.12 µM. 640,000 compounds, 1.4% hits; in the data active = inhibition above about 32%;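 also: 0% = median of test compound wells and 100% = reference inhibitor wells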
* = called active by the depositor.

SMILES	MITF primary	GPR151 ag	FBW7 act	TEAD-YAP inh
O=C(O)c1oc2ccccc2c1CSC1NCCS1 (stereo unspecified)	1	0.7	0.0	-13
COc1ccc(-c2cc(N)n(S(=O)(=O)c3ccc(OC)c(OC)c3)n2)cc1OC	10	0.7	0.0	-1
COc1ccc(CCNC(=O)c2ccc3nc(NCCCN4CCCC4=O)sc3c2)cc1	12	-3.1	0.2	8
Cc1nn(-c2ccccc2)c(N)c1Sc1ccccc1C(=O)O	8	1.4	0.3	9
CCCOc1ccc(/C(O)=C2/C(=O)C(=O)N(CCN(CC)CC)C2c2ccc(C(C)(C)C)cc2)c(C)c1 (stereo unspecified)	-5	0.5	0.0	-13
COc1ccc2nc3oc(C(=O)NCc4ccc(C)o4)cc3cc2c1	7	1.0	0.3	-20
COc1ccccc1CN1CCC(C2(C)NC(=O)N(Cc3ccsc3)C2=O)CC1 (stereo unspecified)	2	0.1	-0.1	7
CN(C)CC(=O)Nc1ccc([N+](=O)[O-])cc1	12	-0.5	0.1	9
O=c1[nH]oc2nc(C3CC3)cc(C(F)(F)F)c12	6	2.6	0.1	-5
CCOc1ccc(O)c(/C=N/NC(=O)CNc2ccc3ccccc3c2)c1	-3	0.1	0.0	-7
COc1cccc(CNS(=O)(=O)c2ccc3c(c2)OCC(=O)N3)c1	10	0.1	0.2	4
CC(CCc1ccccc1)NC(=O)CC(C(=O)N1CCc2ccccc21)n1ccnc1 (stereo unspecified)	10	1.0	0.8	2
Cc1ccc2ncnc(NC(CC(C)C)C(=O)O)c2c1 (stereo unspecified)	14	-1.0	1.1	7
COC(=O)C1=C(C)N(c2ccc(OC)cc2)C(=O)/C1=C\c1cccc(OC)c1O	25	-1.7	0.4	4
CCOC(=O)c1c(N)sc(C)c1CC(C)CC (stereo unspecified)	9	-1.5	-0.2	2

Next part, starting with the last 7 of the part before.
SMILES	MITF primary	GPR151 ag	FBW7 act	TEAD-YAP inh
O=c1[nH]oc2nc(C3CC3)cc(C(F)(F)F)c12	6	2.6	0.1	-5
CCOc1ccc(O)c(/C=N/NC(=O)CNc2ccc3ccccc3c2)c1	-3	0.1	0.0	-7
COc1cccc(CNS(=O)(=O)c2ccc3c(c2)OCC(=O)N3)c1	10	0.1	0.2	4
CC(CCc1ccccc1)NC(=O)CC(C(=O)N1CCc2ccccc21)n1ccnc1 (stereo unspecified)	10	1.0	0.8	2
Cc1ccc2ncnc(NC(CC(C)C)C(=O)O)c2c1 (stereo unspecified)	14	-1.0	1.1	7
COC(=O)C1=C(C)N(c2ccc(OC)cc2)C(=O)/C1=C\c1cccc(OC)c1O	25	-1.7	0.4	4
CCOC(=O)c1c(N)sc(C)c1CC(C)CC (stereo unspecified)	9	-1.5	-0.2	2
O=C(Nc1ccc2oc(-c3ccc(Cl)c(Cl)c3)nc2c1)c1cc(Br)ccc1Cl	-3	1.0	-0.2	-11
COc1ccc2cc3c(N)c(C(=O)N4CC(=O)Nc5ccccc54)sc3nc2c1	-3	-0.4	-0.2	-4
CC(C)C[C@H]1C(=O)N2CCN(C(=O)c3cc(F)c(F)cc3F)C[C@@H]2C(=O)N1C	15	-0.5	0.3	1
COC(=O)C(CCSC)NC(=O)c1cc2c(n(-c3ccc(Cl)cc3)c1=O)CC(C)(C)CC2=O (stereo unspecified)	8	1.0	-0.1	-3
O=C(c1ccc(S(=O)(=O)Cc2cc(F)ccc2F)c([N+](=O)[O-])c1)N1CCCCC1	-2	-0.4	0.0	-5
C[C@H]1NC(=O)[C@H]2CN(Cc3cnn(-c4ccc(F)cc4)c3)CCN2C1=O	6	0.2	0.0	0
O=C(c1ccc2c(=O)n(Cc3ccc4c(c3)OCO4)c(=S)[nH]c2c1)N1CCCCC1	4	1.2	0.0	-7
CN(C(=O)CSc1nnc(COc2ccc(Cl)cc2)n1N)c1ccccc1	11	0.3	0.1	5
COCCn1c(SCC(=O)Nc2cc(C)cc(C)c2)nnc1C(C)C	4	0.2	0.0	7
CC(NC(=O)/C(=C/c1ccco1)NC(=O)c1ccc(Br)o1)C(=O)O (stereo unspecified)	-3	-0.6	0.0	0
NC(=O)c1oc2ccccc2c1NC(=O)CCS(=O)(=O)c1ccc(F)cc1	4	-1.6	0.0	1
COc1ccc(-c2nc(-c3ccc(NC(=O)c4cccs4)cc3)no2)cc1OC	20	-1.6	0.4	-36
COc1cccc(C2=N/C(=C\c3ccc(OC(C)=O)c(OC(C)=O)c3)C(=O)O2)c1	12	-1.4	0.6	-2
COc1ccc(OC)c(NC(=O)COc2ccc3c(c2)CCCC3)c1	0	1.0	-0.1	6
CCOC(=O)C1=C(C)NC2=C(C(=O)C(C(=O)OC)C(C)C2)C1c1cc(Br)c(OCC)c(OC)c1 (stereo unspecified)	9	2.5	0.1	5

3 entries from above, arranged by length of the SMILES, rising:
SMILES	MITF primary	GPR151 ag	FBW7 act	TEAD-YAP inh
NC(=O)c1oc2ccccc2c1NC(=O)CCS(=O)(=O)c1ccc(F)cc1	4	-1.6	0.0	1
COc1ccc2cc3c(N)c(C(=O)N4CC(=O)Nc5ccccc54)sc3nc2c1	-3	-0.4	-0.2	-4
CCOC(=O)C1=C(C)NC2=C(C(=O)C(C(=O)OC)C(C)C2)C1c1cc(Br)c(OCC)c(OC)c1 (stereo unspecified)	9	2.5	0.1	5

Following part:
SMILES	MITF primary	GPR151 ag	FBW7 act	TEAD-YAP inh
COc1ccc(N2CC(O)(c3ccc(F)cc3)[N+]3=C2CCCCC3)cc1 (stereo unspecified)	2	0.0	-0.2	0
COc1cc(OC)cc(C(=O)Nc2ccccc2F)c1	-10	-2.5	0.0	-25
Cc1ccc(CS(=O)(=O)c2ccc(C(=O)N3CCCCC3)cc2[N+](=O)[O-])cc1	-5	-1.8	-0.1	7
COc1ccc(NC(=O)CSc2nc3nc(C)cc(C)c3c(=O)[nH]2)cc1	2	-0.2	0.8	17
CC(C)c1nnc2n1CCN(Cc1ccoc1)CC2	7	1.8	0.3	10
COc1ccc(C=NCCc2ccccc2)cc1OC	-7	0.6	-0.1	-10
CCOC(=O)c1cnc2c(-c3ccccc3)c(-c3ccccc3)nn2c1C	-10	-0.6	-0.2	-6
O=C(CNC(=O)c1cccs1)OCc1ccc2ccccc2c1	6	-0.7	0.0	5
CC(=O)Nc1cc2c(C)cc(=O)oc2cc1C	-14	-0.3	0.0	14
Cc1ccccc1OCC(O)CN1CC(C)CC(C)C1 (stereo unspecified)	-22	-0.4	0.0	8
COC(=O)[C@@H]1CCCN1Cc1nc(-c2ccc3c(c2)OCO3)no1	-3	0.7	0.0	-12
CN1CC[C@H](Oc2ccnc(C(=O)Nc3ccc4[nH]ncc4c3)c2)C1	12	0.8	1.0	17
CCOc1ccc(C(=O)N[C@H](C(=O)Nc2ccc(C(N)=O)cc2)C(C)C)cc1	-4	-1.7	0.2	-25
COc1ccc(CC2(CCC(=O)NCCc3ccc(F)cc3)CCC(=O)N2)cc1 (stereo unspecified)	0	0.3	0.0	9
CC(C)c1ccc(NC(=O)COc2ccc(Br)cc2)cc1	-15	0.9	0.3	8

Limited to MITF primary and GPR151 ag, for four of the compounds above:
molecule,MITF primary,GPR151 ag
COC(=O)C(CCSC)NC(=O)c1cc2c(n(-c3ccc(Cl)cc3)c1=O)CC(C)(C)CC2=O (stereo unspecified),8,1.0
COc1ccc(-c2cc(N)n(S(=O)(=O)c3ccc(OC)c(OC)c3)n2)cc1OC,10,0.7
Cc1ccccc1OCC(O)CN1CC(C)CC(C)C1 (stereo unspecified),-22,-0.4
COc1cccc(C2=N/C(=C\c3ccc(OC(C)=O)c(OC(C)=O)c3)C(=O)O2)c1,12,-1.4

(next part)
SMILES	MITF primary	GPR151 ag	FBW7 act	TEAD-YAP inh
Cc1ccc(-c2nnc(Sc3cc(C(C)(C)C)c(O)c(C(C)(C)C)c3)c3ccccc23)cc1	11	0.3	0.2	-3
COc1ccc(CCNC(=O)c2cccc(Cl)c2)cc1	0	0.0	0.3	-8
N#CCSc1nc2c(sc(=S)n2-c2ccccc2F)c(=O)n1-c1ccc(F)cc1	-1	0.3	-0.1	-4
COc1cc(CNc2ccc(F)cc2)ccc1OCC(N)=O	2	1.5	0.0	20
COCCn1c(SCC(=O)c2ccc(Cl)cc2)nc2cc(C(=O)OC)ccc2c1=O	4	-1.0	-0.1	-9
CC(C)c1ccc(OCC(=O)Nc2cccnc2)cc1	4	0.4	0.0	-34
CC1=C(C#N)c2nc(N)c(C#N)c(C)c2/C1=C\c1ccc(C)o1	12	0.9	-0.1	-4
CN(C(=O)Cn1nc(-c2nccc3ccccc23)oc1=O)C1CCCCC1	1	1.4	-0.1	0
CC(C)COC(=O)C1C(=O)CC(C)(O)C(C(=O)OCC(C)C)C1c1ccc(F)cc1 (stereo unspecified)	0	0.2	0.0	1
CCOC(=O)C1=C(C)N=c2s/c(=C/c3ccc(C)cc3)c(=O)n2C1c1ccc(OC(C)=O)c(OC)c1 (stereo unspecified)	10	-0.5	1.1	4
O=C(Nc1cccc(F)c1)NC1(C(=O)NCCCN2CCCC2=O)CCCCC1	-7	-0.8	0.3	15
CC1CCN(S(=O)(=O)c2ccc3c(c2)CCN3C(=O)CCCC(=O)O)CC1	11	-1.7	0.8	6
Cc1ccc(-n2c(=S)sc3c(=O)n(-c4ccccc4C)c(SCC(=O)O)nc32)cc1C	5	-1.5	0.0	-15
CC1=[N+]([O-])C(C)(C)C(c2ccc(C)cc2)=[N+]1[O-]	-7	0.3	0.0	9
COc1cc(C2/C(=C(\O)c3ccc(F)cc3)C(=O)C(=O)N2c2nncs2)ccc1O (stereo unspecified)	20	-0.8	0.6	3
CCCCN(C(=O)NC(=O)Nc1ccccc1OC)S(C)(=O)=O	-3	1.2	0.0	-1
O=C(Cn1c2ccccc2c(=O)c2ccc(Cl)cc21)Nc1cccc(Cl)c1	12	0.8	0.3	3
O=C(COC(=O)c1cc(Cl)cc(Cl)c1)NC(=O)NC1CCCC1	-1	-0.8	0.0	-14
COc1ccc(C(=O)Nc2cccc(C)n2)cc1Cl	12	-3.9	0.0	-37
Cc1nnc2ccc(SCC(=O)N(C)Cc3ccc(Oc4ccccc4)cc3)nn12	-2	0.2	0.2	-11
COc1ccc(-c2ncc(C)c(Nc3ccc(N4CCOCC4)cc3)n2)cc1	8	-0.9	-0.1	7
O=C(c1ccccc1[N+](=O)[O-])N1CCN=C1SCc1ccccc1	4	-0.6	0.0	6
CCOc1ccc(NC(=O)C(=O)NCCCOC(C)C)cc1	0	-0.3	0.1	-5
OCC1CCCN1c1cc(Nc2ccc(N3CCOCC3)cc2)ncn1 (stereo unspecified)	10	-1.7	0.2	-7
COC(=O)C1=C(C)NC(=O)C1(NC(=O)c1ccc(OC)c(OC)c1)C(F)(F)F (stereo unspecified)	-9	13*	-0.1	0
CCOc1ccc2nc(N3CCCC3C(=O)NCCCn3cccn3)nc(C)c2c1 (stereo unspecified)	10	0.3	0.0	7
COc1cc(NC(=O)c2ccnc(Nc3nccc4ccccc34)c2)cc(OC)c1OC	19	-0.2	-0.1	-19
COc1ccccc1NC(=O)CCN1CCN(c2ccccc2)CC1	-10	-0.3	-0.1	-2
O=C(/C=C/c1cccs1)Nc1nc2ccccc2[nH]1	-8	-3.2	0.1	0
O=C(CSc1nnc(-c2ccccc2F)o1)NCc1ccccc1	-4	1.3	-0.1	-7
CCOc1ccccc1Nc1nc(-c2ccc([N+](=O)[O-])cc2)nc2ccccc12	-10	-2.3	0.0	-1
CCOC(=O)N1CCC(NC(=O)c2ccc(S(=O)(=O)c3ccc(OC)cc3)c([N+](=O)[O-])c2)CC1	-1	-0.3	0.0	19
CCOC(=O)c1ccc(NC(=O)c2cc3c(n(-c4ccc(Cl)cc4)c2=O)CC(C)(C)CC3=O)cc1	10	0.9	-0.1	9
CC/C(C)=C1\SC(N2CCOCC2)=NC1=O	23	-1.6	0.6	-4
Cc1ccc(-c2nc(SCCO)c3c(=O)n(C)c(=O)n(C)c3n2)cc1	3	-1.6	0.0	7
Fc1cc(-c2nc(Nc3ccc(-n4cnc(-c5ccccn5)c4)cc3)ncc2F)cc(N2CCOCC2)c1	7	0.0	-1.5	54*
CCOc1ccc(Br)cc1/C=C1\SC(=S)N(CCOC)C1=O	-4	-1.5	-0.2	1
COc1ccc(N2CCN(C(=O)CNC(=O)Cn3cnc4sc(C)c(C)c4c3=O)CC2)cc1	11	1.1	0.1	13
C/C(=N\NC(=O)Cc1c(C)[nH][nH]c1=O)c1ccc(Cl)c(Cl)c1	4	0.4	-0.2	6
O=C(Nc1ccc(S(=O)(=O)NCc2ccco2)cc1)c1ncoc1-c1cccs1	11	2.7	-0.1	4
CCCCC(=O)N(CC(=O)Nc1sc2c(c1C(N)=O)CCCC2)C1CCCC1	4	-0.3	-0.3	12
NC(=O)C1CCN(C(=O)/C=C/c2cc(Br)ccc2F)CC1	0	-0.3	-0.2	-3
CN(CCc1ccccn1)Cc1ccc2c(c1)CN(Cc1cn[nH]c1)CCO2	9	0.5	0.1	-8
COC(=O)CCC(=O)Nc1ccccc1[N+](=O)[O-]	-9	2.2	0.0	-4
CCOC(=O)/C(C#N)=C\c1cn(CCC(=O)O)nc1-c1cccc(Br)c1	-3	-0.6	-0.1	-6
O=C1C2C=NNC2C(=O)N1c1ccccc1 (stereo unspecified)	5	0.1	0.0	-6

Screening results deposited in PubChem by The Scripps Research Institute Molecular Screening Center.
